Scp-1 inhibitor: blocks human Scp-1 phosphatase activity; Recombinant Scp1, phosphopeptide, malachite green phosphate absorbance; inhibition, % at 20 µM; hit rate 0.88% among 340,000;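 active means inhibition above about 50% at 20 µM, limit read from the data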;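 further: plate controls were DMSO wells with enzyme for no effect and wells lacking enzyme for full effect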
Target sequence (Q9GZU7 76-261 limits assumed): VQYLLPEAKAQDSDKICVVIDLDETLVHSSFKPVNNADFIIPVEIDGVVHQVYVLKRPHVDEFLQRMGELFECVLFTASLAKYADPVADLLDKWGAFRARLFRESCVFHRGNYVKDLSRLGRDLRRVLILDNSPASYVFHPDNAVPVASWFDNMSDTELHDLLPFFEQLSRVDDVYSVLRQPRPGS
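Test system: SCP-1 catalytic domain; Buffer or medium: Acidic Tris acetate buffer with magnesium and detergent; Also added: Phosphorylated 17-residue peptide substrate; Compound: single 20 µM dose, 1% DMSO; Schedule: enzyme reaction 45 min at room temperature, colour 5 min, stabilisation 30 min; Signal: Phosphate-binding colour reagent, absorbance read at 630 nm.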
SUMO1-SIM PPI: SUMO1-SIM interaction modulation; hit rate 0.33% among 360,000; AID 602429; inhibition, % at 20 µM; SUMO1 binding to a labelled peptide, TR-FRET, 1 h; in the data active means inhibition above about 37%
MsrA inh: bovine MsrA inhibition; purified bovine MsrA, absorbance read-out; inhibition, % at 15.5 µM; hit rate 0.75% among 360,000; AID 651718; in the data active means inhibition above about 4.5%;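 further: 0% = vehicle wells with enzyme and 100% = reference inhibitor wells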
TbMetRS inhib: blocks T. brucei methionyl-tRNA synthetase activity | hit rate 0.4% among 360,000 | inhibition, % at 11.9 µM | purified T. brucei MetRS, ATP depletion, Kinase-Glo luminescence;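 active means inhibition above a per-plate cutoff of the control wells' mean inhibition plus 3 SD, cut at about 5.5% in these data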;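 further: 0% = DMSO wells median and 100% = median of wells with control inhibitor compound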
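Material: parasite MetRS enzyme / Replication: singlicate, one well per compound / Signal: luminescence of leftover ATP / Schedule: 2 h aminoacylation at 25 °C after 15 min preincubation / Medium: HEPES-MgCl2-KCl buffer plus DTT, spermine, BSA, pyrophosphatase / Doses: 11.9 µM single point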
CSN deneddyl inh: CSN deneddylation inhibition; Q92905; Purified CSN, SCF-Nedd8-OG deneddylation, fluorescence polarization; inhibition, % at 12.5 µM; hit rate 0.38% among 360,000; AID 651999;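 active means pattern-corrected inhibition above about 35%, with an unprinted fluorescence ratio check between 0.5 and 1.5, limit read from the data, passing the limit was not always enough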;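 further: 0% = enzyme with substrate and 100% = substrate without enzyme; some results filed as inactive read as strong as hits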
Target sequence (Q92905 whole entry, looked up, one chain of several): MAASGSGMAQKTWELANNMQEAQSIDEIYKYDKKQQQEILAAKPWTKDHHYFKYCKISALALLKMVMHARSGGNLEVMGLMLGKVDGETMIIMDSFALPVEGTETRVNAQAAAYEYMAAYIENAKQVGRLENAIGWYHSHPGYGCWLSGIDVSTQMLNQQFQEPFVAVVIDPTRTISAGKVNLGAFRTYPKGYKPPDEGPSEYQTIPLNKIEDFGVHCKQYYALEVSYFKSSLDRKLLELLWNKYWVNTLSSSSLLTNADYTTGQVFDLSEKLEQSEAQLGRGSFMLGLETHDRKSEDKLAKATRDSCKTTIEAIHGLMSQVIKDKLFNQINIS
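Assay system: Purified human Csn5 enzyme expressed in HEK293T cells | Amount: Enzyme 0.24 nM | Measured by: Fluorescence polarization readout | Medium: Tris/NaCl/DTT buffer, pH 7.5 | Compound dosing: One concentration, 12.5 µM, 0.25% DMSO | Times: 90 min incubation of compound, enzyme and substrate at room temperature | Control set: no-enzyme wells high, enzyme-with-substrate wells low | Read-out: % inhibition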
NadD inh: NadD (S. aureus) enzyme inhibition; purified NadD enzyme, colorimetric absorbance read-out; inhibition, % at 20 µM; hit rate 0.78% among 360,000; AID 602399; in the data active means inhibition above about 26%; further: some compounds past the cut are filed as inactive
STEP block: inhibitors of human striatal-enriched phosphatase STEP. AID 588621. inhibition, % at 20 µM. recombinant STEP, OMFP fluorogenic substrate, fluorescence. P54829. hit rate 0.25% among 360,000;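 active means inhibition at 20 µM, scaled per plate between control wells, above about 37%, limit read from the data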;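 further: 0% = DMSO with enzyme and substrate and 100% = substrate only without enzyme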
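Assay system: isolated STEP enzyme / Timing: 20 min at room temperature, dark / Doses: 20 µM, 1% DMSO / Technique: fluorescence intensity, excitation 480 nm, emission 540 nm / Reagent: fluorogenic phosphatase substrate OMFP at 25 µM final / Measure: percent inhibition scaled to no-enzyme and uninhibited-enzyme controls, plate-pattern corrected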
Rpn11 inh: blocks the human proteasome subunit Rpn11; human 26S proteasome, Ub4-pepOG fluorescence polarization; 20S core pre-blocked with epoxomicin; calls only at 20 µM; hit rate 0.59% among 360,000;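 active means inhibition at 20 µM, scaled to each plate's controls, above about 33%, limit read from the data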
Target sequence (O00487 whole entry, looked up): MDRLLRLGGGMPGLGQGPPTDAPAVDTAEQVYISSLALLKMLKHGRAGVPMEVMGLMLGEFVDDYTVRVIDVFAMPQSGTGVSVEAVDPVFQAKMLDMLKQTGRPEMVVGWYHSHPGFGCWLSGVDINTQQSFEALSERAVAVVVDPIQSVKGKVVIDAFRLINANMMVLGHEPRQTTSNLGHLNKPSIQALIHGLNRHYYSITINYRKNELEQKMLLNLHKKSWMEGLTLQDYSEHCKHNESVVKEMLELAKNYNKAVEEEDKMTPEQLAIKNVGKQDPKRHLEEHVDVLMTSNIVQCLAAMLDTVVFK
LMPTP inh: LMPTP (human) inhibition | inhibition, % at 20 µM | hit rate 0.22% among 360,000 | recombinant LMPTP-A, OMFP fluorogenic substrate, fluorescence intensity | P24666;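 active means compounds that cut the enzyme signal by at least half of the control window in the single-dose screen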;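 further: plate controls were DMSO wells with enzyme plus substrate for no effect and substrate without enzyme for full effect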
Target sequence (P24666 whole entry, looked up): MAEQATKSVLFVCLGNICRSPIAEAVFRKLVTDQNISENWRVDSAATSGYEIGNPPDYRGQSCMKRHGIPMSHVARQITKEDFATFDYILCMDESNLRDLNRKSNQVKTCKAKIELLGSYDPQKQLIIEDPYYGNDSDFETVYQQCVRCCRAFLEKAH
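Material: LMPTP-A; amount: 0.625 nM enzyme; doses: single 20 µM dose; times: reaction 50 min, room temperature, dark; technique: fluorescence intensity of OMFP turnover product; benchmarks: no-enzyme and uninhibited controls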
DNMT1 inh: inhibitors of human DNMT1; P26358; DNMT1 molecular beacon, Hinp1I cleavage, fluorescence; inhibition (reported as % activation of signal), % at 10 µM; hit rate 0.83% among 360,000; AID 588458; in the data active means inhibition above about 50%
* marks the source's active call; other numbers are inactive results; i = inactive; . = not tested or not shown; + = active, no number.

No.	Scp-1 inhibitor	SUMO1-SIM PPI	mol	MsrA inh	TbMetRS inhib	CSN deneddyl inh	NadD inh	STEP block	Rpn11 inh	LMPTP inh	DNMT1 inh
1	-7	-1	Nc1nnn(CC(=O)N/N=C/c2ccccc2Cl)n1	-1.6	-0.3	-4	-2	-2	i	-1.7	0
2	0	4	CC1CCCCC12NC(=O)N(CC(=O)OCc1c(F)cccc1Cl)C2=O (centres undefined)	0.0	-0.3	2	-5	-1	i	-1.2	3
3	-8	-3	O=S(=O)(Nc1ccc(S(=O)(=O)N2CCCCCC2)cc1)c1cccs1	-0.6	-0.5	0	-3	2	i	-1.0	0
4	-4	1	CCN(CC)C(=O)c1sc2nc(-c3ccc(OC)cc3)cn2c1C	-1.3	-0.8	0	2	10	i	-0.3	-1
5	-7	-1	COCCNC(=O)Cn1nc(C)c2ccccc2c1=O	-0.1	0.1	-6	-2	1	i	-0.7	3
6	-4	15	CC(C)(C)NC(=O)N1CCN(S(=O)(=O)c2ccc3c(c2)CCC3)CC1	-1.2	-0.2	0	-4	-2	i	-1.7	3
7	-8	4	COc1ccc(CCNC(=O)CC2COc3ccccc3O2)cc1OC (centres undefined)	-1.1	-0.5	-1	-2	-4	i	-1.0	1
8	-3	1	c1ccc(-c2c[nH]c(-c3ccccc3)c2)cc1	0.3	-0.2	5	2	-2	i	1.4	-2
9	2	0	COCCCNC(=O)CSC1=Nc2ccccc2C2=NC(CC(=O)NCc3ccccc3)C(=O)N12 (centres undefined)	0.8	-1.2	-1	-2	-1	i	0.4	1
10	88*	15	Cc1oc2c(C)c3oc(=O)c(CC(=O)N[C@@H](CC(C)C)C(=O)N[C@@H](Cc4ccccc4)C(=O)O)c(C)c3cc2c1C	-0.4	1.7	9	36*	-3	+	6.6	11
11	.	-5	C[C@@H]1CN([C@@H](C)CO)C(=O)CCCn2nncc2CO[C@@H]1CN(C)C(=O)Nc1cccc2ccccc12	-1.3	1.4	-13	0	-2	i	-2.3	3
12	-10	38	COc1ccc(C(=O)Nn2c(SCC(=O)N3CCC(C)CC3)nc3ccccc3c2=O)cc1	0.8	-0.8	1	9	0	i	0.0	-3
13	0	-8	Cc1nc2cc(NC(=O)c3ccc([N+](=O)[O-])s3)ccc2s1	0.1	-0.2	3	-3	11	i	8.5	2
14	-12	-14	Cc1cccc(NC(=O)CSCC(=O)N(C)Cc2c(F)cccc2Cl)c1	-0.4	0.1	-2	-4	3	i	-8.0	-1
15	-7	3	COc1ccc(S(=O)(=O)N(CC(=O)NCc2ccco2)c2ccccc2)cc1	1.8	0.0	4	4	-1	i	-1.4	2
16	-3	-2	COc1ccc(S(=O)(=O)NCc2ccccn2)c(Cl)c1Cl	-0.8	-1.0	2	-2	0	i	-0.6	0
17	0	5	O=C(CNC(=O)c1ccccc1)NC1(C(=O)NC2CCCCC2)CCCCC1	-1.1	0.1	-4	-5	0	i	-0.8	0
18	-5	7	Cc1ccc(S(=O)(=O)Nc2cc(Cl)c(O)cc2C)cc1	-0.7	-1.4	3	0	1	i	-1.1	-2
19	-3	3	Cn1c(SCC(=O)Nc2ccc(N3CCOCC3)cc2)nnc1C(F)(F)F	1.9	-0.1	1	4	-5	i	-0.5	0
20	-5	1	CS(=O)(=O)N(CC(=O)NCc1ccncc1)C1CCCCC1	2.1	-1.4	-6	-7	-3	i	1.5	3
21	-7	2	O=C(CCC(=O)N1CCOCC1)NCCc1ccccc1	-0.3	-0.1	-1	2	-1	i	-1.1	3
22	-6	-1	CC(C)N1C(=S)SC(C)(C)C1n1oc(=O)n(-c2cccc(Cl)c2)c1=O (centres undefined)	-0.5	0.4	3	0	0	i	0.8	11
23	-14	8	NC(=S)Cc1ccccc1Cl	0.0	0.8	0	-4	0	i	-1.4	1
24	-6	0	CCC(=O)Oc1ccc2c(c1)OC1(OC(C)=O)OC(C)CC1=C2C (centres undefined)	2.2	-1.4	1	-3	-2	i	4.0	3
25	1	-11	Cc1cc(O)c(NC(=O)c2cccc([N+](=O)[O-])c2)cc1C	1.0	-0.2	0	-2	16	i	-0.9	2
26	-2	-7	COCCNC(=O)c1csc(Nc2cccc3ccccc23)n1	1.3	-0.1	6	3	0	i	-0.8	-12
27	-9	-5	COc1ccc(NC(=O)C2CCC(CNC(=O)[C@@H]3Cc4ccccc4CN3)CC2)cc1 (some centres undefined)	0.1	-0.1	-2	-5	-2	i	-0.6	-2
28	1	-16	CN(CCO)c1cc(NCCCN2CCC(Cc3ccccc3)CC2)c2nonc2c1[N+](=O)[O-]	0.0	-0.9	-2	-1	3	i	6.2	-5
29	.	3	COc1ccc(CNC(=O)C[C@@H]2C[C@H]3c4cc(NC(=O)NC5CCCC5)ccc4O[C@H]3[C@H](CO)O2)cc1	1.1	-0.1	5	-3	-1	i	-2.8	-4
30	-6	-36	O=C(c1ccc(-c2ccc([N+](=O)[O-])cc2)o1)N1CCCC(C(F)(F)F)C1 (centres undefined)	1.1	0.1	-3	5	2	i	-4.5	10

Shown with two lines to a compound: part of the list above
Under each structure: Scp-1 inhibitor | SUMO1-SIM PPI | MsrA inh | TbMetRS inhib | CSN deneddyl inh | NadD inh | STEP block | Rpn11 inh | LMPTP inh | DNMT1 inh
7. COc1ccc(CCNC(=O)CC2COc3ccccc3O2)cc1OC (centres undefined)
 : -8 | 4 | -1.1 | -0.5 | -1 | -2 | -4 | i | -1.0 | 1
8. c1ccc(-c2c[nH]c(-c3ccccc3)c2)cc1
 : -3 | 1 | 0.3 | -0.2 | 5 | 2 | -2 | i | 1.4 | -2
9. COCCCNC(=O)CSC1=Nc2ccccc2C2=NC(CC(=O)NCc3ccccc3)C(=O)N12 (centres undefined)
 : 2 | 0 | 0.8 | -1.2 | -1 | -2 | -1 | i | 0.4 | 1
10. Cc1oc2c(C)c3oc(=O)c(CC(=O)N[C@@H](CC(C)C)C(=O)N[C@@H](Cc4ccccc4)C(=O)O)c(C)c3cc2c1C
 : 88* | 15 | -0.4 | 1.7 | 9 | 36* | -3 | + | 6.6 | 11
11. C[C@@H]1CN([C@@H](C)CO)C(=O)CCCn2nncc2CO[C@@H]1CN(C)C(=O)Nc1cccc2ccccc12
 : . | -5 | -1.3 | 1.4 | -13 | 0 | -2 | i | -2.3 | 3

New compounds follow:
No.	Scp-1 inhibitor	SUMO1-SIM PPI	mol	MsrA inh	TbMetRS inhib	CSN deneddyl inh	NadD inh	STEP block	Rpn11 inh	LMPTP inh	DNMT1 inh
31	-12	2	CCNS(=O)(=O)c1ccc(CCC(=O)NCc2ccncc2)cc1	0.5	-1.3	3	-8	1	i	-1.4	2
32	1	-2	CCC(O)c1nc2ccccc2n1CCc1ccccc1 (centres undefined)	-0.5	-0.8	4	1	-2	i	-1.3	-6
33	-9	-3	O=c1oc(-c2cccs2)nc2sc3c(c12)CCC3	-0.9	-0.2	2	-1	0	i	-0.8	18
34	-4	-17	COc1ccc(S(=O)(=O)Nc2ccc(C)c(S(=O)(=O)N3CCOCC3)c2)cc1[N+](=O)[O-]	-0.9	-0.5	-5	-6	5	i	0.2	2
35	2	-5	CCCN1CCN(S(=O)(=O)c2ccc3c(c2)NC(=O)C(C)C(=O)N3)CC1 (centres undefined)	-0.1	-0.6	0	1	2	i	-1.5	11
36	-2	-1	Cc1ccc(S(=O)(=O)N2C(=O)CCC2C(=O)Nn2cnnc2)cc1 (centres undefined)	-1.6	-0.8	-2	-9	-2	i	-2.0	2
37	-3	3	CC(C)NC(=O)NC(=O)CSc1nnc(-c2ccccc2F)n1N	0.8	-0.6	14	-5	0	i	-1.0	0
38	-4	-2	COc1ccc(N2C(=O)C3C(c4ccc(OC)cc4O)NC(Cc4ccccc4)(C(=O)O)C3C2=O)cc1 (centres undefined)	-0.4	-0.6	0	3	-1	i	-1.3	-1
39	-1	-5	CC[C@H]1OC(=O)[C@H](C)[C@@H](O[C@H]2C[C@@](C)(OC)[C@@H](O)[C@H](C)O2)[C@H](C)[C@@H](O[C@@H]2O[C@H](C)C[C@H](N(C)C)[C@H]2O)[C@](C)(OC)C[C@@H](C)C(=O)[C@H](C)[C@@H](O)[C@]1(C)O	-2.0	-0.1	-2	13	-1	i	-1.0	2
40	-3	0	CC(Oc1ccccc1)C(=O)NC1CC(C)(C)NC(C)(C)C1 (centres undefined)	-1.5	-1.1	-2	-3	-4	i	-1.2	0
41	-3	-1	COc1ccc(COc2cccc(C=O)c2)cc1	-1.2	-0.1	0	0	0	i	0.2	5
42	-7	1	Cc1cccc(C(CC(=O)NCc2ccco2)c2ccccc2)c1O (centres undefined)	-0.1	0.0	3	-7	-4	i	0.4	0
43	0	6	CN(CC(=O)NCc1ccco1)CC(=O)Nc1c(Cl)cccc1Cl	-0.2	0.0	0	-6	-2	i	-1.2	0
44	38	1	O=C(OCC(=O)N1CCCCCC1)c1ccc(Cl)c(S(=O)(=O)N2CCCC2)c1	1.0	0.3	7	7	7	i	2.8	12
45	-9	-2	Cc1nnsc1S(=O)(=O)Cc1ccccc1Cl	-0.6	-0.1	3	-2	-3	i	-2.4	1
46	-2	3	O=C(CSc1nnc(NC(=O)c2ccc(F)cc2F)s1)NC1CC1	0.9	-0.2	-1	-3	-2	i	-0.9	-2
47	-2	-4	CC1(C)CC(=O)C=C(NCc2cccnc2)C1	-1.8	-0.7	0	0	0	i	1.0	-1
48	2	-1	O=C(CSc1cn[nH]n1)Nc1cccc(C(=O)O)c1	-0.6	0.1	-2	3	-1	i	-1.1	0
49	0	-1	Cc1noc(C)c1NC(=O)Nc1ccc2c(c1)C(=O)N([C@H](C)CO)C[C@H](C)[C@H](CN(C)C)O2	0.9	0.3	2	-11	-2	i	-1.9	-1

Screening results deposited in PubChem BioAssay by several laboratories.

No enrichment for hits; about 3.9% have a hit in one of these screens.
